MEX-5 binding = C. elegans MEX-5 TCR-2 RNA binding activity | Q9XUB2 | MEX-5/FITC-TCR2 RNA binding, fluorescence polarization; hits give low values | activity score (negative = inhibition of binding), % at 10 µM | actives 0.38% (n = 300,000) | AID 1832;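 active means inhibition past about -25% in most replicates, and total fluorescence under double the plate's negative control median, limit read from the data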;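 further: 0% = DMSO and -100% = 5 µM competing unlabeled TCR2 RNA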
MCL1 BIM primary = inhibitors of human MCL1 binding to BIM-BH3 peptide; GST-MCL1 / FITC-Bim-BH3 fluorescence polarization; AID 2057; inhibition, % at 10.9 µM; Q07820; actives 0.68% (n = 320,000);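 active means inhibition above the mean inhibition of all tested compounds plus 3 SD, set per campaign, cut at about 40% in these data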;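 further: 0% = DMSO wells and 100% = unlabeled Bim-BH3 peptide control; higher means more loss of mP so more displacement of Bim peptide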
GLD-1 RNA inh = GLD-1-TGE RNA interaction inhibition (C. elegans); Q17339; purified GLD-1 + fluorescein TGE RNA, fluorescence polarization; inhibition, % at 5.96 µM; actives 0.44% (n = 320,000); AID 2280;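 active means percent inhibition above a per-plate cutoff, the plate mean of test compounds plus 3 SD, cut at about 30% in these data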;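 further: 0% = DMSO wells with GLD-1 and probe and 100% = wells lacking GLD-1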
AHR act = activators of human aryl hydrocarbon receptor | activation, % at 5 µM | AID 2796 | actives 2.5% (n = 320,000) | P35869 | AHR-responsive luciferase reporter cells, luminescence; in the data active means activation above about 47%;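 further: 0% = vehicle wells and 100% = reference agonist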
Target sequence (P35869 whole entry, looked up): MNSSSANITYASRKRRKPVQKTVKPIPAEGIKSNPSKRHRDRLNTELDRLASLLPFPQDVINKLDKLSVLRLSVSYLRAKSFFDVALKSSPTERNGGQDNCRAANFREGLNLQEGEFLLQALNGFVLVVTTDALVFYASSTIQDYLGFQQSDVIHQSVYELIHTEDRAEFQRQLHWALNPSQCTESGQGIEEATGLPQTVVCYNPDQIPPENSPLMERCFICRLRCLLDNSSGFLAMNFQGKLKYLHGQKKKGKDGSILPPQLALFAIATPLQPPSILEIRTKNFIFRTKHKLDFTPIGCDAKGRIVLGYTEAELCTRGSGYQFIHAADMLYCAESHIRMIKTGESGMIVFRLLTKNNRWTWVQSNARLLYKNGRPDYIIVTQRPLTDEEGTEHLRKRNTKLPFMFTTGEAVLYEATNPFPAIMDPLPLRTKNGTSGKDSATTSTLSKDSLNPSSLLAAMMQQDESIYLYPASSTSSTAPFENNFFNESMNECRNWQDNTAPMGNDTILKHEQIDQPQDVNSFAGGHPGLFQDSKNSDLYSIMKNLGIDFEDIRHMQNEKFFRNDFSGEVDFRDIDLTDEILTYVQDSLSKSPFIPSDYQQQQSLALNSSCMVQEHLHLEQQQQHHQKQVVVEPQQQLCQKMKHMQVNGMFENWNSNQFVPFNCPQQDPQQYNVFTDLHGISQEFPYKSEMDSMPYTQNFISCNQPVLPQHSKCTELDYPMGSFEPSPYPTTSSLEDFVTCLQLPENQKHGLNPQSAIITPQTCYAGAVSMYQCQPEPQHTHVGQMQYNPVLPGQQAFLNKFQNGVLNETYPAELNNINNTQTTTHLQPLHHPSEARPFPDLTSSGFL
Fam108B inh = counter-screen for RBBP9 inhibitors: inhibitors of mouse Fam108B; recombinant Fam108B, FP-Rh probe fluorescence polarization; inhibition, % at 9.51 µM; actives 0.33% (n = 300,000); AID 1947;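 active means inhibition above the screen mean inhibition plus 3 SD, computed separately per campaign, cut at about 18% in these data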;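 further: inhibitors lower polarization as less probe binds the enzyme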
BCLXL inh = inhibitors of human Bcl-xL; Q07817; GST-Bcl-xL / FITC-Bim BH3 peptide fluorescence polarization; inhibition, % at 10.9 µM; actives 0.7% (n = 320,000); AID 2129;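 active means inhibition above the mean of all tested compounds plus 3 SD, cutoff set per campaign, cut at about 30% in these data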;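 further: 0% = DMSO wells and 100% = unlabeled Bim-BH3 peptide competitor; inhibitors lower millipolarization by displacing the labeled peptide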
Target sequence (Q07817 whole entry, looked up): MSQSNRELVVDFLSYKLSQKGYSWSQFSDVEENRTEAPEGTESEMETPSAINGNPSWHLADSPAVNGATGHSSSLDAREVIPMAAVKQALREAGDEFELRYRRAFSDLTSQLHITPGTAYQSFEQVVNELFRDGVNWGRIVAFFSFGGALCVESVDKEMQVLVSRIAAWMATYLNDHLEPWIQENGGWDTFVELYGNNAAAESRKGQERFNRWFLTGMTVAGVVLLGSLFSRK
pPAFAH FP inh = inhibitors of human plasma PAF acetylhydrolase (pPAFAH). recombinant pPAFAH, FP-rhodamine probe fluorescence polarization. actives 1.5% (n = 330,000). inhibition, % at 3.39 µM. AID 463082. Q13093;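 active means inhibition above the mean inhibition across the screen plus 3 SD, cut at about 25% in these data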;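 further: inhibitors block binding of the rhodamine activity-based probe so polarization drops; 0% = enzyme with DMSO and 100% = wells lacking pPAFAH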
PAFAH1B2 inh = blocks human PAF acetylhydrolase 1b catalytic subunit 2; P68402; recombinant PAFAH1B2, FP-rhodamine activity probe, fluorescence polarization; inhibition, % at 3.39 µM; actives 1.2% (n = 340,000); AID 492953;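 active means inhibition above the mean of all tested compounds plus 3 SD, cut at about 24% in these data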;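 further: 0% = enzyme with DMSO and 100% = wells lacking PAFAH1B2; many of its hits are not listed in these tables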
PME-1 primary = blocks human protein phosphatase methylesterase 1; recombinant PME-1, FP-Rh probe fluorescence polarization; actives 0.53% (n = 320,000); inhibition, % at 5.9 µM;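 active means inhibition above the campaign mean of all compounds plus 3 SD, cut at about 26% in these data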;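 further: competitive labeling of PME-1 active site by serine hydrolase directed probe; 0% = PME-1 with DMSO and 100% = wells lacking PME-1 enzyme; inhibitors block probe labeling so polarization falls and inhibition rises; many of its hits are not listed in these tables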
Active calls of the source: *. This is a subset; the hit share may differ from the screen's.

For CC(=O)Nc1ccc(S(=O)(=O)N2CCC(C(=O)c3ccc(F)cc3)CC2)cc1 the results were MEX-5 binding 1.1, MCL1 BIM primary 4.7, GLD-1 RNA inh 6.0, AHR act -0.2, Fam108B inh 0.5, BCLXL inh 3.3, pPAFAH FP inh 0.7, PAFAH1B2 inh 2.8 and PME-1 primary -7.8.
Screening Cc1c(C(=O)OCC(=O)N(C)Cc2ccccc2)oc2ccccc12 returned MCL1 BIM primary -3.7, GLD-1 RNA inh 3.7, AHR act -0.7, BCLXL inh 2.6, pPAFAH FP inh 1.7, PAFAH1B2 inh 2.4 and PME-1 primary -0.3.
Screening COc1ccccc1/C=C\C(=O)NCC(=O)N/N=C/c1ccc(O)cc1O returned MEX-5 binding -1.9, MCL1 BIM primary 11.6, GLD-1 RNA inh 1.8, AHR act 13.6, Fam108B inh -5.3, BCLXL inh 7.1, pPAFAH FP inh 22.0, PAFAH1B2 inh 7.0 and PME-1 primary -0.1.
Screening Cc1cc(C(=O)NC2CCCCC2)c(C)n1-c1ccc(F)cc1 returned MEX-5 binding 1.8, MCL1 BIM primary 4.5, GLD-1 RNA inh 2.4, AHR act 10.5, Fam108B inh 2.0, BCLXL inh 4.4, pPAFAH FP inh -3.5, PAFAH1B2 inh 9.2 and PME-1 primary -4.7.
Screening CC(=O)c1ccc(N2CCN(C(=O)c3cn(Cc4ccccc4)nc3-c3cccnc3)CC2)c(F)c1 returned MCL1 BIM primary -14.1, GLD-1 RNA inh 2.2, AHR act -0.5, BCLXL inh -11.1, pPAFAH FP inh 5.1, PAFAH1B2 inh 7.0 and PME-1 primary 1.6.
Screening Nc1n[nH]c2cccc(Cl)c12 returned MEX-5 binding -0.4, MCL1 BIM primary 2.4, GLD-1 RNA inh 0.4, AHR act 12.7, Fam108B inh 0.2, BCLXL inh 0.1, pPAFAH FP inh -3.0, PAFAH1B2 inh -1.4 and PME-1 primary 1.0.
Screening c1ccc2c(c1)sc1nnnn12 returned MEX-5 binding -0.6, MCL1 BIM primary 6.7, GLD-1 RNA inh 4.3, AHR act 11.1, Fam108B inh -2.1, BCLXL inh 5.9, pPAFAH FP inh 3.0, PAFAH1B2 inh 8.4 and PME-1 primary 3.3.
`COC(=O)NNC(=S)Nc1ccc(Br)cc1` gave MEX-5 binding -2.1, MCL1 BIM primary 1.7, GLD-1 RNA inh -0.3, AHR act 0.0, Fam108B inh 0.4, BCLXL inh 6.3, pPAFAH FP inh 3.0, PAFAH1B2 inh 2.9 and PME-1 primary -7.9.
Screening CCOC(=O)Nc1ccc2c(c1)Sc1ccccc1N2C(=O)CCN1CCOCC1 returned MEX-5 binding 2.4, MCL1 BIM primary 4.7, GLD-1 RNA inh -7.2, AHR act 13.9, Fam108B inh -1.8, BCLXL inh 0.2, pPAFAH FP inh -2.1, PAFAH1B2 inh 1.4 and PME-1 primary 1.3.
Cc1ccc(S(=O)(=O)N2CCCCC2)cc1NC(=O)CSc1ncccn1 was read as MCL1 BIM primary -1.1, GLD-1 RNA inh -2.2, AHR act 0.1, BCLXL inh -1.9, pPAFAH FP inh 0.6, PAFAH1B2 inh 2.4 and PME-1 primary 8.6.
Screening Cc1cccc(NC(=O)c2ccc(Cl)c(S(=O)(=O)N3CCc4ccccc43)c2)n1 returned MCL1 BIM primary -2.6, GLD-1 RNA inh -5.3, AHR act 25.7, BCLXL inh -5.7, pPAFAH FP inh -7.1, PAFAH1B2 inh -1.6 and PME-1 primary -27.7.
Cc1ccc(N2C(=O)CC(Nc3cccc4ccccc34)C2=O)cc1 (stereo unspecified) was read as MEX-5 binding 1.3, MCL1 BIM primary 6.7, GLD-1 RNA inh -6.2, AHR act 17.7, Fam108B inh 0.3, BCLXL inh 10.0, pPAFAH FP inh 9.0, PAFAH1B2 inh 7.3 and PME-1 primary 0.7.

Reprinted from the part before: 2 compounds, followed by the next part.
Screening Cc1cccc(NC(=O)c2ccc(Cl)c(S(=O)(=O)N3CCc4ccccc43)c2)n1 returned MCL1 BIM primary -2.6, GLD-1 RNA inh -5.3, AHR act 25.7, BCLXL inh -5.7, pPAFAH FP inh -7.1, PAFAH1B2 inh -1.6 and PME-1 primary -27.7.
Cc1ccc(N2C(=O)CC(Nc3cccc4ccccc34)C2=O)cc1 (stereo unspecified) was read as MEX-5 binding 1.3, MCL1 BIM primary 6.7, GLD-1 RNA inh -6.2, AHR act 17.7, Fam108B inh 0.3, BCLXL inh 10.0, pPAFAH FP inh 9.0, PAFAH1B2 inh 7.3 and PME-1 primary 0.7.
For O=[N+]([O-])c1ccccc1/C=C/c1ccc2ccccc2n1 the results were MEX-5 binding -2.7, MCL1 BIM primary -3.0, GLD-1 RNA inh 8.7, AHR act 74.7*, Fam108B inh 5.3, BCLXL inh 0.2, pPAFAH FP inh 12.1, PAFAH1B2 inh -7.9 and PME-1 primary 7.3.
For Cc1cc(C)c(C(=O)Cn2nc(C(=O)O)c3ccccc3c2=O)cc1C the results were MEX-5 binding -0.1, MCL1 BIM primary 1.1, GLD-1 RNA inh 3.8, AHR act -1.1, Fam108B inh -5.2, BCLXL inh -3.2, pPAFAH FP inh 1.7, PAFAH1B2 inh 4.3 and PME-1 primary 2.3.
`CCCOc1ccc(C2NC(=S)NC(c3ccccc3)=C2C(=O)Nc2ccc(C)cc2)cc1OC` (stereo unspecified) gave MEX-5 binding 0.9, MCL1 BIM primary 3.9, GLD-1 RNA inh 5.6, AHR act 1.5, Fam108B inh 0.4, BCLXL inh 0.6, pPAFAH FP inh -7.8, PAFAH1B2 inh 2.9 and PME-1 primary -5.4.
`Cc1nnc(SCCn2c(N3CCC(C)CC3)nc3c2c(=O)[nH]c(=O)n3C)s1` gave MEX-5 binding -0.2, MCL1 BIM primary -0.3, GLD-1 RNA inh 5.1, AHR act 1.3, Fam108B inh 0.3, BCLXL inh 0.6, pPAFAH FP inh 1.2, PAFAH1B2 inh -0.6 and PME-1 primary -2.7.
Screening COc1ccc(OCC(=O)Nc2ccc(S(=O)(=O)N3CCCCCC3)cc2)cc1 returned MEX-5 binding -0.1, MCL1 BIM primary -0.5, GLD-1 RNA inh 7.8, AHR act -1.4, Fam108B inh -8.1, BCLXL inh 3.0, pPAFAH FP inh 2.9, PAFAH1B2 inh -3.0 and PME-1 primary -0.7.
For CCN(CC)C(=O)c1ccc(CS(=O)(=O)c2ccc(Br)cc2)cc1 the results were MEX-5 binding 1.6, MCL1 BIM primary 17.1, GLD-1 RNA inh 20.4, AHR act 0.3, Fam108B inh 2.5, BCLXL inh 21.0, pPAFAH FP inh 0.4, PAFAH1B2 inh 23.1 and PME-1 primary 3.5.
`COC(=O)c1sc(NC(=S)NC(=O)c2cc(OC)c(OC)c(OC)c2)nc1C` gave MEX-5 binding -3.8, MCL1 BIM primary 10.7, GLD-1 RNA inh -0.9, AHR act -0.6, Fam108B inh 0.6, BCLXL inh 8.2, pPAFAH FP inh 3.8, PAFAH1B2 inh 3.3 and PME-1 primary 0.6.
Screening Cc1cc(NC(=O)c2ccc([N+](=O)[O-])cc2Cl)ccc1NC(=O)c1ccco1 returned MEX-5 binding 1.4, MCL1 BIM primary -2.2, GLD-1 RNA inh -3.9, AHR act 4.2, Fam108B inh 0.9, BCLXL inh -1.1, pPAFAH FP inh -3.0, PAFAH1B2 inh 2.3 and PME-1 primary 2.0.
Screening CC(C(=O)Nc1cc(C(F)(F)F)ccc1N1CCOCC1)N1C(=O)C2CC=CCC2C1=O (stereo unspecified) returned MEX-5 binding -1.3, MCL1 BIM primary 1.8, GLD-1 RNA inh 14.9, AHR act -2.5, Fam108B inh 1.3, BCLXL inh 2.2, pPAFAH FP inh 2.7, PAFAH1B2 inh -2.5 and PME-1 primary 0.1.
Screening CC1=C(C(=O)OCC(C)C)C2(O)C(=O)c3ccccc3C2(O)N1 (stereo unspecified) returned MEX-5 binding -1.2, MCL1 BIM primary 6.6, GLD-1 RNA inh 5.8, AHR act 0.0, Fam108B inh -0.5, BCLXL inh 3.4, pPAFAH FP inh -0.4, PAFAH1B2 inh 5.3 and PME-1 primary 6.3.
Screening CCOc1ccc(OCCSc2nc3ccccc3n2CC(=O)O)cc1 returned MEX-5 binding -1.0, MCL1 BIM primary 5.0, GLD-1 RNA inh -0.2, AHR act -2.1, Fam108B inh 0.3, BCLXL inh 4.4, pPAFAH FP inh 0.4, PAFAH1B2 inh 1.2 and PME-1 primary -2.7.
Nc1cc(-c2cccc(F)c2)nn1S(=O)(=O)c1cccc2nsnc12 was read as MEX-5 binding -1.8, MCL1 BIM primary -1.7, GLD-1 RNA inh 4.2, AHR act 3.1, Fam108B inh 0.3, BCLXL inh 4.4, pPAFAH FP inh 4.2, PAFAH1B2 inh -2.2 and PME-1 primary -3.5.
Cc1cccc(NC(=O)C2CCN(C(=O)c3ccccc3C)CC2)n1 was read as MCL1 BIM primary 2.7, GLD-1 RNA inh 4.9, AHR act 4.1, BCLXL inh 3.4, pPAFAH FP inh -3.3, PAFAH1B2 inh 2.2 and PME-1 primary 4.2.
`CCCCn1nc(C(=O)Oc2ccc3c(C)cc(=O)oc3c2)c2ccccc2c1=O` gave MEX-5 binding -1.2, MCL1 BIM primary -28.9, GLD-1 RNA inh -3.9, AHR act -4.7, Fam108B inh -2.6, BCLXL inh -6.5, pPAFAH FP inh 7.2, PAFAH1B2 inh -2.5 and PME-1 primary 5.6.
For COc1ccc2nc(SCC(=O)N3CCNC3=O)[nH]c2c1 the results were MEX-5 binding 0.2, MCL1 BIM primary -3.5, GLD-1 RNA inh 4.4, AHR act 3.1, Fam108B inh -1.6, BCLXL inh -0.1, pPAFAH FP inh 1.6, PAFAH1B2 inh 3.2 and PME-1 primary 4.9.
`C=CCN1CCc2cc(O)c(O)cc2C(c2ccccc2)C1` (stereo unspecified) gave MCL1 BIM primary 10.1, GLD-1 RNA inh 3.4, AHR act 1.0, Fam108B inh -0.8, BCLXL inh 2.2, pPAFAH FP inh 3.5, PAFAH1B2 inh -0.7 and PME-1 primary -0.9.
For CC(C)CC1Nc2ncnc(N3CCN(c4ccccn4)CC3)c2N(Cc2ccc(Cl)cc2)C1=O (stereo unspecified) the results were GLD-1 RNA inh 5.5, AHR act 0.5, pPAFAH FP inh 4.2 and PAFAH1B2 inh 2.8.
`c1ccc(CCC2CCCCN2Cc2nc(C3CC3)no2)cc1` (stereo unspecified) gave MEX-5 binding -2.0, MCL1 BIM primary -0.5, GLD-1 RNA inh -2.8, AHR act 2.6, Fam108B inh 0.7, BCLXL inh 2.6, pPAFAH FP inh 3.8, PAFAH1B2 inh -1.9 and PME-1 primary -5.1.
O=C(O)CC1=C(c2ccc(F)cc2)CCC1=O was read as MEX-5 binding 0.1, MCL1 BIM primary 7.1, GLD-1 RNA inh -1.2, AHR act -2.2, Fam108B inh -1.5, BCLXL inh 1.3, pPAFAH FP inh 0.2, PAFAH1B2 inh 1.3 and PME-1 primary 9.3.
For Cc1ccccc1NC(=O)CSc1ccncc1 the results were MEX-5 binding 1.5, MCL1 BIM primary -0.3, GLD-1 RNA inh 3.0, AHR act 32.0, Fam108B inh -4.1, BCLXL inh -2.7, pPAFAH FP inh 9.0, PAFAH1B2 inh -2.2 and PME-1 primary -2.9.
Screening COCCCNc1ncnc2nc[nH]c12 returned MEX-5 binding 2.0, MCL1 BIM primary 7.3, GLD-1 RNA inh 6.7, AHR act 0.0, Fam108B inh -0.8, BCLXL inh 7.5, pPAFAH FP inh 3.9, PAFAH1B2 inh 2.0 and PME-1 primary -0.3.
